# Source: PubChem (several laboratories)
# Thrombin inh: human alpha-thrombin inhibitors, primary screen, counter-screen for coagulation protease inhibitor project, biochemical, 1536-well, fluorogenic AMC substrate. inhibition, % at 5 µM. actives 0.26% (n = 220,000). Prothrombin (Homo sapiens), P00734. Boc-VPR-AMC fluorogenic substrate cleavage;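 active = inhibition at or above 40%; inactive = inhibition below 40%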;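 also: 0% = enzyme with no compound and 100% = wells without enzyme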
#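 Material: human alpha-thrombin protein. Incubation: reaction at ambient temperature. Technique: fluorescence of released AMC, ex 355 nm, em 460 nm. Control set: no-compound enzyme wells and no-enzyme blanks. Also added: Boc-VPR-AMC substrate, 15 µM final. Buffer or medium: pH 7.5 Tris (50 mM) with NaCl 150 mM, Tween 20 0.05%.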
# Cl transport mod: KCC2 cotransporter modulators, thallium flux, primary screen, cell-based, HEK293 KCC2, FluoZin-2 fluorescence, MLSMR | actives 2.2% (n = 190,000) | Solute carrier family 12 member 5 (Homo sapiens), Q9H2X9 | B-score of Tl+ flux slope (higher = more flux/activation; lower = inhibition) at 10 µM | KCC2 cells, thallium flux FluoZin-2 fluorescence;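 active = thallium flux slope and its plate-corrected score both differing from the plate sample mean at a set confidence after two filtering rounds, in either direction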;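 also: slope of fluorescence scaled to starting intensity during 10 to 20 s after thallium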
# EBV gp42 inh: Epstein-Barr virus gp42 inhibitors, primary screen, biochemical, uHTS, fluorescence polarization. actives 0.42% (n = 220,000). AID 1085, 2008. inhibition, % (tested at 21.74 µM). Fluorescence polarization binding assay, mP read-out. Glycoprotein 42 (Epstein-Barr virus (strain AG876)), Q1HVG2; in the data active = inhibition above about 50%
# Target sequence (Q1HVG2 whole entry, looked up): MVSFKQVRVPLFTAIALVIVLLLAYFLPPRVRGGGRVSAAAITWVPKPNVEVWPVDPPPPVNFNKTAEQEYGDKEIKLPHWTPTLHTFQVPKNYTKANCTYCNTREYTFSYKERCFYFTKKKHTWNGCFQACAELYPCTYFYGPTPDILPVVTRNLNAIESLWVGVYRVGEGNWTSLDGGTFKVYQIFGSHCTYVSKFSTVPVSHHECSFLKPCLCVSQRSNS
# Calpain2 inh: inhibitors of pig calpain II, primary screen, biochemical, fluorogenic peptide substrate, 1536-well; purified calpain II, 30 min; inhibition, % at 16 µM; actives 0.37% (n = 220,000);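 active = inhibition above about 50%, limit read from the data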
# TRPN1 ag: zebrafish TRPN1 channel agonists, primary screen, cell-based, HEK293, calcium fluorescence | transient receptor potential cation channel N1 (TRPN1/NompC), Danio rerio | HEK293 zebrafish TRPN1-YFP, Fluo-8 calcium fluorescence; 100% = response to 87 µM carbachol | activation, % at 3 µM | actives 0.18% (n = 220,000) | AID 1424, 2008;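 active = activation above its plate's cutoff, the mean activation of test wells on that plate plus 3 SD, cut at about 19% in these data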;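 also: 0% = DMSO alone and 100% = 87 µM carbachol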
#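 Material: zebrafish TRPN1-YFP in HEK293 cells; Doses: single test compound dose, 3 µM nominal, 0.3% DMSO; Timing: dye loading 1 h at 37 °C, then 30 min room temperature; Technique: intracellular calcium fluorescence with Fluo-8; Benchmarks: high carbachol 87 µM, low DMSO alone.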
# Furin inhibitor: human furin inhibitors, primary screen, biochemical, fluorescence intensity. actives 0.061% (n = 220,000). P09958. AID 463115, 2010. purified furin, fluorogenic substrate cleavage. inhibition, % at 30 µM; in the data active = inhibition above about 25%; also: inactives centre near -15
# Target sequence (P09958 108-714 limits assumed): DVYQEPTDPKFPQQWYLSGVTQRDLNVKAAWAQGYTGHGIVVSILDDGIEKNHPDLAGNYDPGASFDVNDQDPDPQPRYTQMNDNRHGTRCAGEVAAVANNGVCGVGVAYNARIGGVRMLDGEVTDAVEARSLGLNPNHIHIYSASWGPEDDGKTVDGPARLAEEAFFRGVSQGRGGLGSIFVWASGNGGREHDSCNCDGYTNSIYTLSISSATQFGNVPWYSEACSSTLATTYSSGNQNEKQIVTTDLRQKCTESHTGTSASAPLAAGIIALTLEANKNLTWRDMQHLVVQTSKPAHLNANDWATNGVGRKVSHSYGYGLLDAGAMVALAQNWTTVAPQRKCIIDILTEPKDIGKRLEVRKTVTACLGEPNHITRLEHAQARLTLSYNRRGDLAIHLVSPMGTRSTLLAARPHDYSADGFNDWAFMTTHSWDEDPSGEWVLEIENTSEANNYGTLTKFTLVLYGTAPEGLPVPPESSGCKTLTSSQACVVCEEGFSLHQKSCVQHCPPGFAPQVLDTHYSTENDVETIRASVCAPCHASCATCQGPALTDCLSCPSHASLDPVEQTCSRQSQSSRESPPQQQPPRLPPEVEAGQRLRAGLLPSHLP
# PPC-1+TRAIL kill: compounds killing PPC-1 cancer cells with TRAIL present, primary screen, TRAIL potentiator project, ATPLite luminescence, uHTS. PPC-1 cells + TRAIL, ATPLite viability luminescence. cell killing (% activity), % at 4 µM. actives 0.41% (n = 220,000);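 active = cell killing above 50% in the first pass at 4 µM, then a duplicate retest at 5 µM averaging 50% or more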;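 also: plate controls were cells with TRAIL plus DMSO for no effect and medium-only wells lacking cells for full effect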
# TRPML3 agonist: human TRPML3 channel agonists, primary screen, cell-based, HEK293 TRPML3-YFP, Fluo-8 calcium fluorescence, 3 µM; activation, % at 3 µM; actives 0.29% (n = 220,000); Mucolipin-3 (Homo sapiens), Q8TDD5; AID 1448, 2008; 100% = the carbachol control signal;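 active = activation above its plate's cutoff, the mean activation of the plate's test wells plus 3 SD, cut at about 12% in these data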;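 also: 0% = DMSO only wells and 100% = carbachol wells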
#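 Material: HEK293 cells stably carrying human TRPML3-YFP; compound dosing: single dose, 3 µM final nominal compound, 0.3% DMSO final; incubation: 1-h 37 °C dye load, 5-s basal, 120-s post-compound reads; technique: Fluo-8 intracellular calcium fluorescence, excitation 470-495 nm, emission 515-575 nm; read-out basis: percent activation from peak-to-basal fluorescence ratio, scaled between DMSO and carbachol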
# Tb hexokinase: Trypanosoma brucei hexokinase 1 inhibitors, primary screen, biochemical, G6PDH-coupled NADH absorbance, MLSCN library. recombinant TbHK1, G6PDH-coupled NADH A340. inhibition, % at 10 µM. actives 0.11% (n = 220,000). AID 1430, 2008;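 active = inhibition of 50% or more in the single-dose primary screen; inactive = inhibition below 50%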
# An asterisk follows results filed as active; i = inactive; x = no result given; & = joins results of further samples; [ ] = another dose, or the depositor's remark.
SMILES,Thrombin inh,Cl transport mod,EBV gp42 inh,Calpain2 inh,TRPN1 ag,Furin inhibitor,PPC-1+TRAIL kill,TRPML3 agonist,Tb hexokinase
O=C1C=C(NCc2ccco2)C2(CCCCC2)O1,-7,0.59,-5,-15,-1.3,-1[20 µM],12,0.2,1
CC1CCC(C(C)C)C(OCC(O)CNC(C)(C)C)C1 (stereo not drawn),-7,-1.9,-5,-24,-0.6,-19,-1,0.6,9
CC(=O)NC(=S)Nc1ccc(-c2nc3ccc(C)cc3s2)cc1,-7,-0.68,-40,-43,0.4,-6[20 µM],0,0.6,-19
COc1ccccc1-n1c(=S)[nH]c2c(sc(=S)n2-c2ccccc2)c1=O,6,x,-3,-20,1.4,-20,-4,0.9,-22
CC(=O)NCCCCCCNC(C)=O,x,0.34&-1.5,2&-12,5&5,1.7&2.2,-20,5&15,-0.2&0.9,-4
COCc1cc(C)nc(SCC[N+](C)(C)CC(=O)c2ccc(Br)cc2)c1C#N,14,0.062,-13,7,0.2,-6,-11,0.0,16
CC(C)c1onc(C(=O)N(C)C2CCCCC2)c1[N+](=O)[O-],-5,0.19,-6,1,-0.6,-35,4,0.3,-8
CC1(C)CC(NC(=O)c2ccccn2)CC(C)(C)N1O,-4,0.59,-2,29,2.2,-17,7,1.3,7
CC1CCCN(c2nc3nonc3nc2Nc2ccccc2F)C1 (stereo not drawn),15,0.8,-17,24,0.5,-6,15,0.6,-2
Cc1ccc(NC(=O)CSc2nnc(-c3ccc(S(=O)(=O)N4CCOCC4)cc3)n2C)cc1,-8,0.55,-10,6,-0.2,-22[20 µM],8,-0.6,-13
CC1(C)CC(=O)C=C(Nc2ccc(OCC(F)(F)C(F)F)cc2)C1,-1,x,7,-24,-0.5,-17,13,-0.1,-25
CN=c1scc(-c2c[nH]c3ccccc23)n1C,-9,0.24,-5,7,3.2,-26,8,1.8,-4
C=CC(O)(C#CCN(CC)CC)c1ccccc1 (stereo not drawn),-2,-0.15,-9,4,1.7,-24[20 µM],-8,-0.2,-1
O=S(=O)(Nc1ccc(-c2cn3cccnc3n2)cc1)c1ccccc1,-8,-0.23,-13,i,1.0,-29,13,1.3,-18
Cc1cccc(OCc2nnc(SCC(=O)N3c4ccccc4Sc4ccc(Cl)cc43)o2)c1,-3,0.082,-22,33,-0.6,-24,5,0.0,5
O=C(CSc1nnc(-c2cnccn2)n1Cc1ccco1)c1ccccc1,-18,0.38,-1,-35,0.8,-16,4,-0.5,0
N#CC1=C(N)N(c2ccccc2)C(c2ccccc2)C1(C#N)C#N (stereo not drawn),-4,0.53,x,x,-0.6,-16[20 µM],10,-0.4,-4
Cc1nc2c(cnn2-c2ccccc2Cl)c(=O)n1-c1ccc(C(C)C)cc1,-12,x,-18,23,0.1,-18[20 µM],15,5.8,-2
COc1ccccc1-c1nc2n(n1)C(c1ccccc1Cl)C(C(N)=O)=C(C)N2 (stereo not drawn),-13,x,1,-19,0.0,-30,15,0.1,0
O=C(Cn1c(=O)c2c(ncn2Cc2ccccc2)n(Cc2ccccc2)c1=O)N1CCc2ccccc21,0,x,-9,-16,0.4,-13[20 µM],4,0.1,-8

# Entries of single compounds as entered above.
# Results for Cc1nc2c(cnn2-c2ccccc2Cl)c(=O)n1-c1ccc(C(C)C)cc1 = Thrombin inh: -12; Cl transport mod: x; EBV gp42 inh: -18; Calpain2 inh: 23; TRPN1 ag: 0.1; Furin inhibitor: -18[20 µM]; PPC-1+TRAIL kill: 15; TRPML3 agonist: 5.8; Tb hexokinase: -2
# Results for CN=c1scc(-c2c[nH]c3ccccc23)n1C = Thrombin inh: -9; Cl transport mod: 0.24; EBV gp42 inh: -5; Calpain2 inh: 7; TRPN1 ag: 3.2; Furin inhibitor: -26; PPC-1+TRAIL kill: 8; TRPML3 agonist: 1.8; Tb hexokinase: -4

# The results go on:
SMILES,Thrombin inh,Cl transport mod,EBV gp42 inh,Calpain2 inh,TRPN1 ag,Furin inhibitor,PPC-1+TRAIL kill,TRPML3 agonist,Tb hexokinase
Cc1ccc(N2CC(=O)Nc3c(oc4nc(-c5ccccc5)cc(C)c34)C2=O)cc1,3,1.7,1,-20,-0.6,-10,9,0.8,2
CN(C)c1ccc(/C=C2\C(=N)N3C(=NC2=O)Sc2cc(S(C)(=O)=O)ccc23)cc1,0,-0.99,28,-14,5.9,-10,15,1.4,-8
O=c1c2ccccc2cnn1Cc1n[nH]c(=S)n1-c1ccccc1Cl,-8,0.44,3,17,4.9,-15,20,0.4,-4
O=C(c1ccc2c(c1)OCO2)N1CCC2(CC1)Oc1ccc(F)cc1C(=O)C21CC(c2cccnc2)=NO1 (stereo not drawn),5,-0.058,-15,-50,x,-24,5,x,-22
COc1ccc(S(=O)(=O)N2CCCOC2CNC(=O)C(=O)NCc2ccco2)cc1C (stereo not drawn),7,-1.3,-2,-20,-2.2,-22,18,0.3,3
Cc1cccc2sc(N(CCCN(C)C)C(=O)c3sc4ccccc4c3Cl)nc12,-6,0.12,-9,3,-0.3,-21,13,2.1,2
Cn1cc(/C=N/NC(=O)COc2ccccc2[N+](=O)[O-])c2ccccc21,2,1.4,-9,-33,0.7,-24,10,0.6,-35
COCCCn1c(SCC(=O)Nc2ccc(NC(=O)c3ccco3)c(OC)c2)nc2ccccc2c1=O,1,1.1,-14,i,1.1,-14[20 µM],10,1.2,-9
Oc1ccc2cc(Br)ccc2c1CN1CCCC1,x,0.093,-11,-2,1.4,-17,4,0.2,0
Cc1ccc(NC2=C(Cl)C(=O)OC2OC(C)C)cc1 (stereo not drawn),-4,x,-4,-33,-1.3,-20,12,-0.3,-2
COC(=O)C1=C(C)N=C2SCCC(=O)N2C1c1cc(Br)ccc1OC (stereo not drawn),5,-1,2,-20,-0.2,-10,3,-1.2,-22
CC1CCC/C=C/C(=O)c2c(O)cc(O)cc2CC(=O)O1 (stereo not drawn),3,-0.26,-18,-27,x,-45,0,x,-37
COc1cccc(NS(=O)(=O)c2c(C)n(C)c(=O)n(C)c2=O)c1,-12,0.98,-18,1,0.4,-41,11,0.7,2
O=c1[nH]c(Cc2ccc(F)cc2)nc2scc(-c3ccc(F)cc3)c12,-1,1,-25,-7,-1.4,-7,20,-0.2,31
CCCn1c(N)c(N2CCCCC2)c(=O)n(CC(=O)Nc2ccc(OC(F)(F)F)cc2)c1=O,-1,0.65,-9,11,-0.2,-20[20 µM],10,0.6,-5
CC1(C)NC(=O)N(CC(O)CN2C(=O)CCC2=O)C1=O (stereo not drawn),-2,-0.049,-25,-25,0.0,-21,16,0.9,-1
Nc1cc(N)nc(SCCOc2ccccc2F)n1,0,-1.1,-9,-7,0.5,-9,4,1.0,0
S=C1NC2=C(CCCC2=C2SCCCS2)C(c2ccccc2)N1 (stereo not drawn),-12,0.1,-19,-96,-1.8,-1,-2,-0.8,-13
O=C(NCc1ccco1)C(=O)NCC1OCCCN1S(=O)(=O)c1ccc(F)cc1 (stereo not drawn),-1,0.084,-10,-54,-0.2,-25,-4,0.3,-3
O=C(Nc1ccccc1)c1cc2ccccc2o1,-1,0.0086,3,-4,0.2,-8[20 µM],32,0.1,-2
CCc1ccc(-n2c(=S)sc3c(=O)n(-c4ccccc4OC)c(=S)[nH]c32)cc1,-3,-2,-5,-15,0.6,-11,x,1.3,-14
CN(C)c1ncc(S(=O)(=O)c2ccc(Cl)cc2)c(-c2ccccc2)n1,-4,-2.2,-8,56*,-0.3,-1,0,0.0,-3
O=C1NC(Cc2c[nH]c3ccccc23)C(=O)N1CCOc1ccccc1 (stereo not drawn),-5,-0.36,-8,-77,1.0,-32[20 µM],9,-0.1,-5
O=C(NCc1ccc(Cl)cc1)NCC(F)(F)F,-12,0.49,2,1,-1.1,-17,14,0.0,26
O=C(Cn1c(=O)oc2cc(S(=O)(=O)N3CCCCCC3)ccc21)NC1CCCCCCC1,0,1,2,9,-1.2,-34,16,0.8,-2
Cc1ccccc1C(=O)Nc1ccc(C(=O)NNC(=O)CCCOc2ccc(Cl)cc2Cl)cc1,1,0.43,-20,-31,-1.5,-13[20 µM],7,0.0,6
CCCc1cc(=O)[nH]c(SCc2csc(-c3ccccc3)n2)n1,1,-2.8,-14,0,-0.6,-14,2,0.4,-5
CC1CCCCC1NC(=O)c1ccc(S(=O)(=O)NNC(=O)c2ccncc2)cc1 (stereo not drawn),-1,0.58,-2,-21,2.1,-20,19,0.9,-1
O=S(=O)(NCCc1ccncc1)c1ccccc1,-3,0.5,-11,10,0.8,-23,24,0.2,2
COc1cc(NC(=O)c2cccc(C)c2)c(Cl)cc1[N+](=O)[O-],0,0.17,-15,0,1.0,-20,24,0.4,-1
Cc1ccc(C(=O)NNC(=S)Nc2cccc(Cl)c2Cl)cc1[N+](=O)[O-],-12,x,4,-45,-0.8,-5[20 µM],4,0.7,5
O=c1[nH]c(CN2CCN(Cc3ccccc3)CC2)nc2sc3c(c12)CCC3,x,x,x,x,0.7,-19,x,0.8,-2
CC(NC(=O)NC12CC3CC(CC(C3)C1)C2)C1CCCO1 (stereo not drawn),-7,-0.018,10,-8,0.4,-23[20 µM],15,0.9,-1
Nc1nc(SCC(=O)NCC2CCCO2)[nH]c(=O)c1NC(=O)c1ccco1 (stereo not drawn),-2,0.67,-17,24,0.0,-3,7,0.3,-1
CCOC(=O)c1cccc(N2C(=O)C3C(C(=O)NC4CC4)C4(C)C=CC3(O4)C2C(=O)NC(C)(C)C)c1 (stereo not drawn),0,0.72,-23,5,0.2,-16[20 µM],10,0.9,-1
CCCCC(=O)N/N=C(\C)CC(=O)Nc1cc(Cl)ccc1OC,-2,0.11,-9,13,-1.0,-22[20 µM],2,-0.1,-6
Cc1cccc(NC(=O)CSc2nc3ccccc3c3nc(CCc4c(C)n[nH]c4C)nn23)c1,-3,0.05,4,-39,0.1,-20[20 µM],12,-0.1,-15
Cc1ccc(Oc2ccc(-c3nc(N)nc(N)n3)cc2)cc1,2,x,9,-25,0.4,-18[20 µM],15,0.9,1
Cc1cc(C)cc(N2CCCC2=O)c1,0,-0.93,-12,-14,1.0,-8[20 µM],25,0.2,0
CS(=O)(=O)N1CCc2cc(NC(=O)c3ccc(Cl)cc3Cl)ccc21,15,1.1,10,50*,2.8,-6,13,2.0,10
CCCCOc1ccc(C(=O)NCCc2cccs2)cc1,-8,-1.3,-11,34,-2.3,-20,20,-0.9,-3
